# Assay outcomes: PubChem BioAssay, several laboratories
# bIAP inh = intestinal alkaline phosphatase (bovine) inhibition | purified bovine IAP, CDP-star luminescence, 30 min | inhibition, % at 20 µM | 190,000 tested, under 10 active;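 active means over 50% inhibition of intestinal alkaline phosphatase at 20 µM in the single-dose screen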
#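 test system = bovine IAP enzyme | medium = DEA buffer 100 mM, pH 9.8, with MgCl2 1.0 mM, ZnCl2 0.02 mM | detection = luminescence | dosing = single compound dose of 20 µM, 2% DMSO final | incubation = 30 min reaction at room temperature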
# PPARg SRC-2 ag = agonists of SRC-2 recruitment by human PPARgamma; P37231; PPARgamma LBD-SRC-2 recruitment, biochemical; activation, % at 8 µM; 200,000 compounds, 0.34% hits; in the data active means activation above about 22%;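 further: 0% = vehicle and 100% = reference agonist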
# Target sequence (P37231 whole entry, looked up, the tested form may be a part): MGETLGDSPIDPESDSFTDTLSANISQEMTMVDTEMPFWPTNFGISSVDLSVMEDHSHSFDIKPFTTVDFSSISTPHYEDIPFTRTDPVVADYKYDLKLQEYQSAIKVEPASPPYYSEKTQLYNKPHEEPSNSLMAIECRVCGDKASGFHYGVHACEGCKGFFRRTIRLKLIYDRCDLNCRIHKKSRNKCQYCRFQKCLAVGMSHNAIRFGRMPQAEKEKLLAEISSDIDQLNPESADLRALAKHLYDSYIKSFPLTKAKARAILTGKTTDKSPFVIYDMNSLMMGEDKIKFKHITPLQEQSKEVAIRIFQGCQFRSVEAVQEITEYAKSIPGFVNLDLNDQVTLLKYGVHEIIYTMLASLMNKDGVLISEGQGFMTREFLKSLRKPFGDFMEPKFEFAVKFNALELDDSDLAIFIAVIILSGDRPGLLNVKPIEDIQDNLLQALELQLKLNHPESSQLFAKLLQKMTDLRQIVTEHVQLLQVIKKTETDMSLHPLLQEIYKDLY
# PPARg SRC3 recr = PPARgamma-driven SRC-3 recruitment agonism | biochemical PPARgamma/SRC-3 coactivator recruitment assay | P37231 | 200,000 compounds, 0.26% hits | activation, % at 8 µM; in the data active means activation above about 23%;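 further: 0% = DMSO and 100% = reference agonist; some compounds past the cut are filed as inactive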
# PPARg SRC1 recr = agonists of human PPARgamma SRC-1 coactivator recruitment; P37231; PPARgamma-SRC-1 coactivator recruitment biochemical assay; activation, % at 8 µM; 200,000 compounds, 0.41% hits; in the data active means activation above about 19%;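 further: 0% = DMSO and 100% = reference agonist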
# SRC2 TRFRET art = flags TR-FRET format artefacts in PPARgamma SRC-2 recruitment agonist screen; TR-FRET ratio at 8 µM; 200,000 compounds, 0.4% hits; TR-FRET artefact counter-screen; active compounds read high; in the data active means TR-FRET ratio above about 2000; further: inactives centre near 1500
# TNAP inh no acc = TNAP (human) inhibition, acceptor-free conditions. P05186. purified TNAP, CDP-star luminescence, 30 min. inhibition, % at 20 µM. 200,000 compounds, 0.26% hits. AID 1012;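 active means tissue-nonspecific alkaline phosphatase inhibition above about 50% at 20 µM in the single-dose screen, limit read from the data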;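 further: 0% = DMSO negative control and 100% = EDTA positive control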
# Target sequence (P05186 whole entry, looked up): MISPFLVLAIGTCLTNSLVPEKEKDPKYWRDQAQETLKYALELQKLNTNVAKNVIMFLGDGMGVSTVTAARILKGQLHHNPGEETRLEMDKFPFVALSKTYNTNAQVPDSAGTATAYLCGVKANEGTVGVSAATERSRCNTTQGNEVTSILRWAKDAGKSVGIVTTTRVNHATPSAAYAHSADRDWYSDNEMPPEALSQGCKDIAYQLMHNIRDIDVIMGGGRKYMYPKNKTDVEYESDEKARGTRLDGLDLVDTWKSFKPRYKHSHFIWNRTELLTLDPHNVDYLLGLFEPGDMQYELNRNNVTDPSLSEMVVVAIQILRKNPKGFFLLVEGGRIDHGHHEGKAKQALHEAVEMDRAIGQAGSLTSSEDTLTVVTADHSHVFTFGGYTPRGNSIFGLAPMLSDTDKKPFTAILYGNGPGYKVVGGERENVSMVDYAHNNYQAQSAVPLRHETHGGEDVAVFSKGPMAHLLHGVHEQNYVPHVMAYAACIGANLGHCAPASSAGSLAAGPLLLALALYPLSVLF
# bIAP act = increases bovine intestinal alkaline phosphatase activity. purified bovine IAP, CDP-star luminescence, 30 min; active compounds read high; fold of DMSO-control signal, blank-subtracted. 200,000 compounds, 0.17% hits. activation factor at 20 µM. AID 1016;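 active means activation factor of 2 or more at 20 µM, a signal rise over negative controls twice the positive control's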
# TNAP inh hiacc = inhibitors of human TNAP at high phosphate acceptor concentration | purified TNAP, CDP-star luminescence, 1 M DEA | inhibition, % at 20 µM | 200,000 compounds, 0.03% hits | AID 1135;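 active means over 50% inhibition of tissue-nonspecific alkaline phosphatase at 20 µM in the single-dose screen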;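 further: plate controls were DMSO wells for no effect and EDTA-quenched wells as full inhibition for full effect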
# HMGR II inh = inhibitors of class II HMG-CoA reductase from Enterococcus faecalis | purified E. faecalis HMGR, NADPH absorbance 340 nm kinetic | 190,000 compounds, 0.41% hits | inhibition, % at 10 µM;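 active means inhibition above a set limit, the median over all tested compounds plus 3 SD, cut at about 9.5% in these data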;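 further: enzyme runs in reverse so mevalonate oxidation gives rising NADPH absorbance; 0% = complete reaction with DMSO and 100% = background rate lacking mevalonate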
# TNAP act hiacc = activators of human TNAP at high phosphate acceptor concentration; P05186; purified TNAP, CDP-star luminescence, 1 M DEA, 30 min; active compounds read high; 0 = EDTA background, 1 = DMSO-only activity; activation factor at 20 µM; 200,000 tested, under 10 active; AID 1136;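 active means activation factor at least 2 at 20 µM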
#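 system = human TNAP | amount = enzyme diluted 1/800 final | reagent = 100 µM CDP-star substrate | signal = luminescent substrate turnover signal | dosing = one dose, 20 µM | benchmarks = EDTA negative control, DMSO positive control | measure = activation factor | timing = 30 min reaction, room temperature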
# The depositor's hits bear a star; . = not tested or not shown.
# The first 3 records, to show the layout:
SMILES,bIAP inh,PPARg SRC-2 ag,PPARg SRC3 recr,PPARg SRC1 recr,SRC2 TRFRET art,TNAP inh no acc,bIAP act,TNAP inh hiacc,HMGR II inh,TNAP act hiacc
COc1cc(CNC(C)(C)C)cc(Br)c1OCc1cccs1,6,5,0,3,1492,0,0.9,1,2,1
O=C1c2ccccc2NC2(CCCCC2)N1N=C1CCCCC1,3,-5,1,5,1309,-16,1,8,-3,0.9
Cc1ccccc1NC(=O)C1CCN(C2=NS(=O)(=O)c3ccccc32)CC1,6,-1,1,-1,1549,-14,0.9,-7,0,1.1

# Main list, repeating the preview:
SMILES,bIAP inh,PPARg SRC-2 ag,PPARg SRC3 recr,PPARg SRC1 recr,SRC2 TRFRET art,TNAP inh no acc,bIAP act,TNAP inh hiacc,HMGR II inh,TNAP act hiacc
COc1cc(CNC(C)(C)C)cc(Br)c1OCc1cccs1,6,5,0,3,1492,0,0.9,1,2,1
O=C1c2ccccc2NC2(CCCCC2)N1N=C1CCCCC1,3,-5,1,5,1309,-16,1,8,-3,0.9
Cc1ccccc1NC(=O)C1CCN(C2=NS(=O)(=O)c3ccccc32)CC1,6,-1,1,-1,1549,-14,0.9,-7,0,1.1
c1ccc(-c2nn3c(-c4ccccc4)nnc3s2)cc1,4,2,0,-1,1709,11,1,2,-8,1
CCC(=O)N1CCN(c2ccc(NC(=S)NC(=O)C(C)C)cc2)CC1,6,4,2,3,1679,-6,0.9,-3,-2,1
Cc1ccc(C(=O)COC(=O)c2ccccc2NC(=O)c2ccccc2)cc1[N+](=O)[O-],2,-7,1,10,1547,-11,1,-2,-3,1
CCOC(=O)c1c[nH]c2c(C(F)(F)F)cccc2c1=O,-1,-2,-5,-5,1404,-4,1,-2,5,1
CCOC(=O)Cn1c(CN(C)Cc2ccccc2)nc2c1c(=O)n(C)c(=O)n2C,.,6,3,-4,1331,.,.,.,.,.
O=S(=O)(/N=C/c1ccccc1O)c1cccs1,9,-1,7,4,1439,-11,0.9,-4,0,1
CCN(CC)c1cc(C)c2cc(NC(=O)c3ccc(Br)o3)ccc2n1,0,7,1,4,1431,-4,1,-3,-2,1
O=C(CN(CCc1ccccc1)S(=O)(=O)c1ccc(Cl)cc1)N/N=C/c1ccccc1C(=O)O,-6,7,4,6,1543,-8,1.1,-4,-5,1
Clc1cccc(Cl)c1/C=C/c1nc2ccccc2[nH]1,2,2,12,0,1499,3,1,-4,-2,1
Cc1ccc2nc(N3C(=O)C(O)=C(C(=O)c4cc5ccccc5o4)C3c3cccs3)sc2c1 (stereo not drawn),6,14,30*,30*,1932,9,0.9,4,1,1
COc1cc2c(cc1OC)C(C(=O)NCC1COc3ccccc3O1)C(c1cccnc1)N(C)C2=O (stereo not drawn),-9,-2,-3,-8,1435,-9,1.1,-2,0,1
CCOc1cccc(OCCOCCN(C)Cc2ccccc2)c1,-6,-2,13,4,1615,-8,1.1,-5,2,1
CSCCC(NS(=O)(=O)c1ccccc1F)C(=O)OCc1ccccc1Cl (stereo not drawn),-2,-2,7,13,1747,6,1,-1,-5,1
CCOc1cc(/C=N/NC(=O)CSc2nncn2C)ccc1OC(=O)c1ccc(Cl)cc1,46,-3,4,-1,1793,6,0.5,-1,-8,1
O=C(Nc1ccc(Cl)cc1F)c1cc(S(=O)(=O)N2CCCCC2)ccc1F,4,7,6,4,1536,-1,1,4,2,1
COc1ccc(-c2nc(N)n(S(=O)(=O)c3ccc(C)cc3)n2)cc1,1,-2,0,-2,1506,6,1,-3,-4,1
CCS(=O)(=O)N1CCN(c2ccccc2F)CC1,14,2,6,2,1594,-15,0.9,-5,2,1.1
Cc1ccc(N/C(N)=N/c2nc(C(F)(F)F)cc(C(F)(F)F)n2)cc1,4,-1,0,7,1716,-9,1,-2,-4,1
CCOC(=O)N1CCN(C(=O)C2CCN(Cc3nc(-c4ccccc4C)oc3C)CC2)CC1,-6,-3,6,-1,1421,9,1.1,-10,-5,1.1
CCOc1cc(NC(=S)Nc2cccc(OC)c2)c(OCC)cc1NC(=O)c1ccc(C)cc1,7,5,-1,9,1690,-2,0.9,2,0,1
CCOc1ccc(C(C)=O)cc1CN1C(=O)NC(C)(C2CC2)C1=O (stereo not drawn),-16,11,-1,5,1665,-13,1.2,-5,1,1.1
O=C(NC1CCCCC1)N1CCN(Cc2nc3ccccc3c(=O)[nH]2)CC1,.,-1,13,3,1376,.,.,.,.,.
CN(Cc1n[nH]c(=S)n1C)S(=O)(=O)c1ccccc1,8,7,3,-4,1403,1,0.9,-1,-5,1
CN(C)/C=C/C(=O)c1cccc(C(F)(F)F)c1,-5,-6,-1,-4,1383,-7,1,-2,0,1
CCn1c2c(c3cc(Br)ccc31)CCC/C2=N\O,37,39*,61*,34*,2351*,-8,0.6,-7,-3,1.1
COc1ccccc1/C(O)=C(\C#N)c1nc2ccccc2[nH]1,-17,-5,5,2,1498,3,1.2,4,-2,1
Cc1ccc(NC(=O)CN2C(=O)N/C(=C/c3ccco3)C2=O)cc1,4,10,2,4,1558,4,1,-3,-4,1

# Pulled one by one from the list above, 3 records:
SMILES,bIAP inh,PPARg SRC-2 ag,PPARg SRC3 recr,PPARg SRC1 recr,SRC2 TRFRET art,TNAP inh no acc,bIAP act,TNAP inh hiacc,HMGR II inh,TNAP act hiacc
CCn1c2c(c3cc(Br)ccc31)CCC/C2=N\O,37,39*,61*,34*,2351*,-8,0.6,-7,-3,1.1
Cc1ccc(N/C(N)=N/c2nc(C(F)(F)F)cc(C(F)(F)F)n2)cc1,4,-1,0,7,1716,-9,1,-2,-4,1
CCOc1ccc(C(C)=O)cc1CN1C(=O)NC(C)(C2CC2)C1=O (stereo not drawn),-16,11,-1,5,1665,-13,1.2,-5,1,1.1

# More results:
SMILES,bIAP inh,PPARg SRC-2 ag,PPARg SRC3 recr,PPARg SRC1 recr,SRC2 TRFRET art,TNAP inh no acc,bIAP act,TNAP inh hiacc,HMGR II inh,TNAP act hiacc
Cc1cccc(C(=O)NCCc2ccc(S(N)(=O)=O)cc2)c1[N+](=O)[O-],12,-12,6,2,1425,-5,0.9,-1,3,1
CCOC(=O)C1C(c2cccc([N+](=O)[O-])c2)C2C(=O)NN=C2CC1(C)O (stereo not drawn),5,-3,6,6,1604,6,0.9,-3,1,1
O=C(NCCCn1ccnc1)/C(=C\c1cccnc1)NC(=O)c1ccccc1Br,3,-3,-1,3,1667,-5,1,-3,-5,1
COCCNC(=O)C1Cc2c(ccc3ccccc23)O1 (stereo not drawn),10,11,-3,6,1550,-8,0.9,-7,-2,1.1
Cc1ccc(C)c(C(=O)CN2C(=O)c3ccccc3S2(=O)=O)c1,7,-1,-10,-8,1484,-10,0.9,-4,-1,1
CN1CCN(Cc2c(C#N)c3ccccc3n2C)CC1,-8,2,2,-5,1758,-6,1.1,-5,-6,1
S=C1NCCNC(=S)NCCOCCOCCOCCN1,3,-5,0,3,1428,-9,1,-2,-1,1
Cc1c(NC2=C(Cl)C(=O)N(c3ccccc3Cl)C2=O)c(=O)n(-c2ccccc2)n1C,7,-1,0,9,1817,-10,0.9,-3,-6,1
Cc1ccc(C)c(NC(=O)C(=O)NCCc2c[nH]c3ccccc23)c1,8,-10,-4,5,1488,-1,0.9,5,0,1
CCN(CC)CCCNC(=O)C1c2ccccc2Oc2ccccc21,-27,2,8,3,1430,-18,1.3,-7,-2,1.1
Cc1nc(NCc2cccnc2)c2c3c(sc2n1)CCCC3,10,5,2,0,1548,-16,0.9,-10,-4,1.1
O=C(NNC1=NCCC1)c1cccc(Br)c1,-11,6,6,-1,1669,0,1.1,-2,-7,1
COC(=O)C1=NNC2(c3ccc(C)cc3)C(=O)N(c3ccc(C)cc3)C(=O)C12 (stereo not drawn),5,-2,1,7,1555,-8,0.9,-6,0,1.1
Clc1ccccc1OCCN1CCC(Cc2ccccc2)CC1,6,10,0,15,1694,-8,0.9,-3,-9,1
c1ccc(Cn2c(Sc3nnnn3-c3ccccc3)nnc2-c2ccccc2)cc1,14,-6,-1,2,1438,-6,0.9,-2,-4,1
C=CCn1c(NCc2c[nH]c3ccccc23)nc2ccccc21,4,-3,3,1,1477,-5,1,3,-9,1
O=C(Cn1cnc2ccccc2c1=O)Nc1ccc(S(=O)(=O)N2CCCC2)cc1,-15,10,0,6,1510,-5,1.1,1,-5,1
COc1cc(S(=O)(=O)Nc2ccc(C)cc2)ccc1N=Cc1c(C)[nH]n(-c2ccccc2)c1=O,1,2,4,2,1501,-40,1,0,-8,1
NCCSc1c(-c2ccccc2)[nH]c2ccccc12,12,13,4,2,1538,-3,0.9,-1,-3,1
Cc1ccc(NC(=S)NNC(=O)Cn2nc(C(F)F)cc2C(F)F)cc1,1,-2,5,-6,1682,-100,1,-1,-8,1
COC(=O)CCCC(=O)Nc1c(F)c(F)c(F)c(F)c1F,7,2,-5,4,1652,-5,0.9,3,-6,1
COc1cc(/C=N/NC(=O)C2(O)c3ccccc3-c3ccccc32)ccc1O,-58,6,-1,0,1726,17,1.6,-1,-3,1
CCCn1c(N2CCN(S(=O)(=O)Cc3ccccc3)CC2)nc2ccccc21,15,8,9,4,1826,-11,0.9,-4,-1,1
Cc1nnc(SCC(=O)NC2CCS(=O)(=O)C2)n1-c1ccccc1 (stereo not drawn),5,-7,-6,-3,1442,-11,0.9,-3,-4,1
COc1cc(C(=O)N2CCN(C(=O)c3ccco3)CC2)c([N+](=O)[O-])cc1OC,6,2,1,-3,1547,-7,0.9,-2,2,1
OCCN1CCOCCN(CCO)CCOCC1,-32,1,8,9,1570,-9,1.3,-9,-8,1.1
COC(=O)c1ccc(C(=O)OC)c(NC2=NS(=O)(=O)c3ccccc32)c1,8,4,-6,5,1626,-9,0.9,-1,-6,1
CCN(CC)C(=O)c1ccc(C(=O)c2c(C)cc(C)cc2C)cc1,-10,1,2,0,1560,-15,1.1,-5,-3,1.1
NC(=O)NC(=O)COC(=O)CN1C(=O)C2CCCCC2C1=O (stereo not drawn),15,1,6,-5,1568,-14,0.9,-3,-10,1
O=C(Cc1ccccc1)Nc1ccc2oc(=O)ccc2c1,-1,7,-1,0,1550,-1,1,1,3,1
O=C(NCCc1ccccc1)C(=O)NC1CCCCC1,2,-9,-14,-1,1254,-14,1,-7,-5,1.1
O=C(O)CCC(=O)NNC(=O)CCCOc1ccc(Cl)cc1Cl,0,9,-1,2,1584,-10,1,-5,3,1.1
[O-][n+]1onc2c1C(N1CCOCC1)CCC2N1CCOCC1 (stereo not drawn),5,3,-8,-1,1414,-12,0.9,-6,-3,1.1
Cc1cc(C(F)F)n2nc(C(=O)Nc3ccccc3F)nc2n1,4,1,-6,-4,1521,-7,1,-3,0,1
Cc1[nH]c2ccccc2c1SCC(=O)Nc1nccs1,5,8,7,3,1647,-12,1,-4,4,1
CCOc1cc2[nH]c(=S)n(C3CC3)c(=O)c2cc1OCC,-3,8,7,9,1538,-12,1,-2,2,1
CC(NC(=O)c1ccco1)c1cccc2ccccc12 (stereo not drawn),29,4,6,9,1484,-9,0.7,-2,-1,1
O=C(N/N=C/C1CCCCC1)c1cc(Cl)ccc1O,9,-11,-14,5,1614,-3,0.9,0,-6,1
Cn1c2c(c(=O)n(C)c1=O)CN(Cc1ccc(F)cc1)CN2,7,-3,-2,1,1681,0,0.9,-5,-4,1.1
Fc1ccccc1/C=C1\CCCC2=C1Nc1nnnn1C2c1ccccc1F (stereo not drawn),-6,-5,9,-5,1646,-9,1.1,-2,-4,1
